DUSP3 inh = VHR1 phosphatase inhibitors, primary screen, biochemical, colorimetric, HTS; Dual specificity protein phosphatase 3 (Homo sapiens), P51452; recombinant VHR phosphatase, colorimetric substrate read-out; inhibition, % at 20 µM; 50,000 tested, 0.7% active; AID 1992, 2009; in the data active = inhibition above about 60%; also: some results filed as inactive read as strong as hits
An asterisk follows results filed as active. Not all compounds are listed. The share of hits here may be higher or lower than overall.

SMILES	DUSP3 inh
O=C(Nc1nc2ccc(Cl)cc2s1)c1ccccc1F	-6
CC1(C)Cc2c(sc(NC(=S)NC(=O)c3ccccc3)c2C(=O)O)CO1	-1
O=C(CCN1CCC(c2ccccc2)C1)c1ccc2c(c1)OCCO2 (stereo not drawn)	-6
O=C(Nc1cccc(O)c1)c1cccc(NC(=O)c2ccccc2-c2ccccc2C(=O)O)c1	-10

Three compounds already listed, ordered by SMILES length, low to high.
SMILES	DUSP3 inh
O=C(Nc1nc2ccc(Cl)cc2s1)c1ccccc1F	-6
CC1(C)Cc2c(sc(NC(=S)NC(=O)c3ccccc3)c2C(=O)O)CO1	-1
O=C(Nc1cccc(O)c1)c1cccc(NC(=O)c2ccccc2-c2ccccc2C(=O)O)c1	-10
